# NOD1 NF-kB reporter: NOD1 signaling inhibitors, primary screen, cell-based, luminescence, uHTS (AID 1578) | inhibition, % at 4 µM, or EC50 in µM where a hit was titrated | NOD1-driven NF-kB luciferase reporter cells, luminescence; higher % means a stronger effect | 1% of 290,000 active; in the data active = inhibition mostly above about 36%, no sharp cut-off; inactive = mostly below about 34%;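 note: HEK-293T reporter cells stimulated with the NOD1 agonist gamma-tri-DAP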
# KOR beta-arrestin-1: KOR antagonists, beta-arrestin recruitment, cell-based, luminescence, uHTS (AID 1778) | 0.091% of 290,000 active | KOR beta-arrestin recruitment, luminescence, antagonist mode; higher % means a stronger effect | Kappa-type opioid receptor (Homo sapiens) | inhibition, % at 10 µM, or IC50 in µM where a hit was titrated; note: strong numbers were not always called active
# HEK293 NOD2/NF-kB: NOD2 signaling inhibitors, cell-based, luminescence, uHTS, HEK293 (AID 1566). HEK293 NOD2/NF-kB luciferase reporter, luminescence; higher % means a stronger effect. one-dose inhibition, % at 4 µM; EC50 in µM for titrated hits. 0.63% of 290,000 active; note: many of its hits are not listed in these tables
# LYP phosphatase: inhibitors of LYP phosphatase, biochemical, fluorescence intensity, uHTS (AID 1779); Tyrosine-protein phosphatase non-receptor type 22 (Homo sapiens); recombinant LYP phosphatase, fluorescence intensity; higher % means a stronger effect; 0.054% of 290,000 active; inhibition, % at 11.5 µM; hits with a dose series show IC50 in µM;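 note: plate controls were vehicle with enzyme for no effect and no enzyme for full effect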
# XIAP displacement: XIAP antagonists, biochemical, IAP family, fluorescence polarization (AID 1018). displacement, % at 20 µM; hits with a dose series show IC50 in µM. XIAP BIR domain, fluorescence polarization peptide displacement; higher % means a stronger effect. E3 ubiquitin-protein ligase XIAP (Homo sapiens). 0.007% of 200,000 active; in the data active = displacement above about 50%; note: a part of the inactive calls stands beside numbers as strong as those of hits
# human PMI inhibitors: human PMI inhibitors, high substrate, primary screen, biochemical, fluorescence intensity, high mannose 6-phosphate (AID 1220) | Mannose-6-phosphate isomerase (Homo sapiens) | recombinant PMI enzyme, coupled fluorescence intensity; higher % means a stronger effect | one-dose inhibition, % at 20 µM; IC50 in µM for titrated hits | 0.66% of 190,000 active
# KOR beta-arrestin-2: KOR agonists, beta-arrestin recruitment, primary screen, cell-based, luminescence, uHTS (AID 1777); one-dose activation, % at 10 µM; EC50 in µM for titrated hits; Kappa-type opioid receptor (Homo sapiens); KOR beta-arrestin recruitment, luminescence; higher % means a stronger effect; 0.02% of 280,000 active; in the data active = activation above about 50%, passing the limit was not always enough; note: a part of the inactive calls stands beside numbers as strong as those of hits
# TNAP activators: human TNAP enzyme activators, primary screen, biochemical, luminescent, no phosphate acceptor, uHTS (AID 1001). Alkaline phosphatase, tissue-nonspecific isozyme (Homo sapiens). purified TNAP, luminescent activation assay, no phosphate acceptor; higher activation fold means a stronger effect. activation fold at 20 µM, or EC50 in µM where a hit was titrated. 0.03% of 200,000 active; in the data active = activation fold from about 3, or a potency from the dose series; inactive = the rest, 99 in 100 with activation fold below about 1.6; note: many of its hits are not listed in these tables
# human PMI inhibition: inhibitors of human PMI, primary screen, biochemical, fluorescence intensity, coupled assay (AID 1209) | Mannose-6-phosphate isomerase (Homo sapiens) | purified PMI enzyme, coupled fluorescence intensity; higher % means a stronger effect | 0.42% of 190,000 active | one-dose inhibition, % at 20 µM; IC50 in µM for titrated hits;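 note: plate controls were DMSO vehicle for no effect and wells lacking substrate for full effect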
# Numbers without * were called inactive; / = no result given; [ ] = remark or other dose. Cut-off read from the data, not from the text of the source, unless noted: active = inhibition above about 50%; inactive = the rest. A portion of the library; rates above refer to the full screens.
# Below each compound: LYP phosphatase, HEK293 NOD2/NF-kB, KOR beta-arrestin-2, human PMI inhibitors, TNAP activators, NOD1 NF-kB reporter, XIAP displacement, human PMI inhibition, KOR beta-arrestin-1
NC(=O)COC(=O)c1cccc2c1-c1ccccc1C2=O
→ 1%, -10%, 0.7%, -4%, 1, -26%, -3.6%, -8%, 2%
COc1ccccc1N(CC(O)COc1ccc(C)cc1)S(=O)(=O)c1ccccc1 (stereo not given)
→ -4%, -1%, -4.2%, 6%, 1.1, -9%, -0.3%, 20%, 16%
CCN(CCCNC(=O)C1CCN(S(=O)(=O)N2CCC3(CC2)OCCO3)CC1)c1ccccc1
→ -12%, 5%, -0.2%, 10%, 1, -44%, -5.2%, -5%, 9.5µM*
CCn1cc(C(=O)N2CCOCC2)c(=O)c2cc(S(=O)(=O)N(C)C3CCCCC3)ccc21
→ 1%, 9%, -2.4%, 11%, 1.1, -7%, -9.4%, 14%, 11%
COc1ccc(CN=C2NC(=O)CC(C(=O)Nc3cc(C)cc(C)c3)S2)cc1 (stereo not given)
→ -6%, 21%, -4.7%, 11%, 1.1, 15%, -1.4%, -1%, 18%
CCOC(=O)C1CCN(C(=O)c2ccc(CNS(=O)(=O)c3ccc(OC)cc3)cc2)CC1
→ -6%, 15%, 2.3%, 0%, 1.1, -20%, -1.7%, -2%, -8%
COc1ccc(N2CCN(c3ccc4nnc(CCC(=O)Nc5ccc(C)cc5)n4n3)CC2)cc1
→ -6%, 6%, -5.2%, /, /, -19%, /, /, -42%[20 µM]
COc1ccccc1N1CCN(Cc2cc(=O)n3ccsc3n2)CC1
→ 0%, 18%, -1.8%, 4%, 0.9, 10%, -0.4%, 1%, 8%
O=C(Nc1nc2ccsc2c(=O)s1)c1ccc(F)cc1
→ -3%, -133%, -2.7%, /, /, -12%, /, /, -1%
COc1ccc(/C=N/NC(=O)c2cccc(Br)c2)cc1CSc1ccccn1
→ 8%, 19%, -3.3%, 16%, 1.1, -22%, -18%, 22%, -15%
c1csc(-c2noc(CN3CCc4sccc4C3)n2)c1
→ -7%, -18%, /, 24%, 1, -21%, -7.7%, 19%, 16%[20 µM]
CSc1nc(N)nc(SC2C=CCCC2)c1C#N (stereo not given)
→ 2%, -18%, 31%, 3%, 1.1, 20%, 1.0%, 8%, -90%
COc1ccc(C2CC(c3cccs3)=Nc3ccccc3S2)cc1OC (stereo not given)
→ 5%, -15%, 4.4%, 7%, 1, 19%, -5.2%, 10%, 5%
O=C(N/N=C/c1c(F)cccc1Cl)C(=O)N1CCCCCC1
→ -8%, 0%, 3.6%, /, /, -28%, /, /, 35%
Cc1ccc(C(=O)/C=C/c2cn(CC(O)CN3CCOCC3)c3ccccc23)cc1 (stereo not given)
→ -5%, 2%, -2.2%, 19%, 1.1, -29%, -1.5%, 20%, -16%
O=C(c1ccc(Sc2ccc(F)cc2)c([N+](=O)[O-])c1)N1CCOCC1
→ -1%, 17%, -0.9%, 0%, 1.1, -44%, -5.4%, -2%, -17%
CCOC(=O)C1=C(COC(=O)COc2ccc(C#N)cc2)NC(=O)NC1C (stereo not given)
→ -11%, 1%, 5.1%, /, /, -50%, /, /, 7%
CCN(CC)P(=O)(Nc1ccc([N+](=O)[O-])cc1)c1c(C)nn(CCC#N)c1NC(=O)c1ccc(Cl)cc1 (stereo not given)
→ -9%, 5%, -5.6%, /, /, -15%, /, /, 6%
COC(=O)c1cc(NC(=O)Cc2ccccc2[N+](=O)[O-])ccc1Cl
→ -8%, -5%, -4.8%, 14%, 1.1, -15%, -3.9%, 11%, -31%
CC(C)Cc1cc(C(=O)NCc2ccco2)no1
→ -1%, -46%, 0.5%, -7%, 1.1, -4%, -0.3%, -5%, -16%
O=C(CCCn1c(=S)[nH]c2ccc(Br)cc2c1=O)NCc1ccccn1
→ 2%, 24%, 2.8%, /, /, -10%, /, /, -14%
Cc1cc(Cl)ccc1NC(=S)NCCN1CCOCC1
→ -4%, 6%, -1.6%, 0%, 1.1, -23%, -2.2%, 3%, 27%
O=C(NCc1ccccc1)c1ccc2c(c1)C(=O)N(Cc1ccncc1)C2=O
→ -7%, 16%, -2.8%, 0%, 1.1, /, -0.3%, 3%, 11%
O=C(NC1CCCC1)C1CCN(C(=O)c2ccc(Cl)cc2)CC1
→ -7%, -4%, -5.9%, /, /, -33%, /, /, 2%
CC(=O)c1sc(NC(=O)c2c(F)cccc2F)nc1-c1ccccc1
→ -2%, 8%, 4.0%, 5%, 1, -42%, -11%, 0%, -17%
CCC(=O)N/C(N)=N/c1nc(C)c2cc(C)c(C)cc2n1
→ -3%, -11%, -0.8%, /, /, 2%, /, /, -26%
Cc1ccc(-c2c(C(=O)N/N=C/c3ccc(OC(C)C)cc3)nnn2-c2nonc2N)cc1
→ -3%, 9%, -7.9%, /, /, -28%, /, /, -20%
CCOC(=O)c1ccc(-c2ccc(CO)o2)cc1
→ -24%, -85%, 0.6%, 8%, 1.1, -34%, -3.5%, 18%, 22%
Cc1cccc(N2CCN(C(=O)COc3cccc4c3OC(C)(C)C4)CC2)c1C
→ 0%, 12%, -0.5%, 3%, 1.1, 9%, -8.5%, 11%, -9%
Cc1c(C(=O)N2CCCCC2CCN2CCCC2=O)oc2c(F)cccc12 (stereo not given)
→ -6%, 4%, 8.1%, /, /, 0%, /, /, -19%
CCCCNC(=O)c1sc2ncnc(N3CCc4ccccc4C3)c2c1C
→ 4%, 0%, -1.6%, 4%, 1.1, 2%, -11%, 12%, 14%
Cc1nn(CCO)c2ncc(C(=O)c3cc(F)ccc3O)cc12
→ -8%, -6%, 0.0%, /, /, 5%, /, /, -13%
COc1cccc(CC(CC(=O)O)C(=O)Nc2cc(C)ccc2C)c1 (stereo not given)
→ -7%, 9%, 2.5%, /, /, -29%, /, /, 0%
CC(=O)C1=C(c2ccc(Br)cc2)C(=O)c2ccccc2C1=O
→ -6%, 11%, 12%, 3.1µM*, 1, 98%*, 1.1%, 80%*, -54%
O=C(c1ccccc1)n1nc(-c2ccccc2)nc1NCc1ccco1
→ 2%, -14%, -3.4%, 3%, 0.6, -31%, 2.4%, 9%, -14%
Cc1ccc(S(=O)(=O)n2nc(-c3ccco3)nc2SCc2ccccc2)cc1
→ 0%, -141%, -1.8%, -10%, 1, 11%, -1.0%, 7%, 7%
CCn1c2ccc(CC(=O)O)cc2c2cc(CC(=O)O)ccc21
→ -8%, 4%, -2.7%, 3%, 1.1, 12%, -5.6%, 2%, 12%
COc1ccc(NC(=O)CC(C)C)c(OC)c1
→ -8%, 1%, -0.5%, 6%, 1.1, -18%, -3.9%, 10%, -69%
CCOC(=O)C(=O)Nc1nnc(Cc2ccc(OC)c(OC)c2)s1
→ -4%, 9%, 1.7%, 2%, 1.1, -26%, -2.3%, -1%, -15%
C=CCOc1ccc(/C=C2/C(=O)ON=C2C)cc1OCC
→ -2%, -21%, 1.9%, /, /, -13%, /, /, -37%
CCC(C)n1c(C)nc2c(c1=O)c1nc3ccccc3nc1n2-c1ccc2c(c1)OCCO2 (stereo not given)
→ 4%, -9%, -0.8%, 0%, 0.9, 2%, -5.9%, -2%, -23%
Cc1cccc(CSc2nnc(Cn3c(=O)sc4ccccc43)n2C)c1
→ -5%, 18%, 8.9%, 3%, 1.1, -1%, -4.4%, 2%, 26%
CCOc1ccc2nc(NC(=O)CCC(=O)c3cccs3)sc2c1
→ 4%, -88%, 3.9%, -6%, 1.1, -99%, -1.2%, 2%, 5%
COCCn1nnnc1C(c1cc2cc(C)ccc2[nH]c1=O)N1CCN(C2CCCCC2)CC1 (stereo not given)
→ 3%, 14%, 2.5%, 10%, 1, -9%, -3.9%, 20%, -30%
O=C(CSc1nnc(-c2cccnc2)n1C1CCCCC1)NC1CCCC1
→ -7%, 9%, 4.5%, -7%, 1.1, -10%, 0.8%, -2%, -14%
N#Cc1cc(-c2ccccc2)nnc1Sc1ccc(F)cc1
→ -2%, 15%, -7.7%, -2%, 1.2, -20%, -7.9%, -2%, 4%
CC(C)c1ccc(NC(=O)Nc2cnccn2)cc1
→ -7%, -44%, 14%, /, /, -68%, /, /, -56%
Cc1noc(/C=C/N(C)C)c1S(=O)(=O)N1CCCC(C(=O)NCc2ccccc2Cl)C1 (stereo not given)
→ 4%, 9%, -4.7%, 13%, 1.1, -12%, -4.9%, 12%, -15%
COc1cc(CCC(=O)N2CCN(c3cccc(C)c3C)CC2)cc(OC)c1OC
→ -3%, 24%, -2.9%, /, /, 9%, /, /, -27%
Cc1cccc(NS(=O)(=O)c2ccc3[nH]c(=O)[nH]c3c2)c1C
→ 0%, -19%, -1.9%, /, /, -6%, /, /, 6%
Cc1cc(N2CCCc3ccccc32)n2ncnc2n1
→ 6%, 2%, -1.3%, 4%, 1.1, -24%, -1.6%, 6%, 30%

# Filtered by structure: the entries above containing an aryl methoxy group.
# Below each compound: LYP phosphatase, HEK293 NOD2/NF-kB, KOR beta-arrestin-2, human PMI inhibitors, TNAP activators, NOD1 NF-kB reporter, XIAP displacement, human PMI inhibition, KOR beta-arrestin-1
COc1ccccc1N(CC(O)COc1ccc(C)cc1)S(=O)(=O)c1ccccc1 (stereo not given)
→ -4%, -1%, -4.2%, 6%, 1.1, -9%, -0.3%, 20%, 16%
COc1ccc(CN=C2NC(=O)CC(C(=O)Nc3cc(C)cc(C)c3)S2)cc1 (stereo not given)
→ -6%, 21%, -4.7%, 11%, 1.1, 15%, -1.4%, -1%, 18%
CCOC(=O)C1CCN(C(=O)c2ccc(CNS(=O)(=O)c3ccc(OC)cc3)cc2)CC1
→ -6%, 15%, 2.3%, 0%, 1.1, -20%, -1.7%, -2%, -8%
COc1ccc(N2CCN(c3ccc4nnc(CCC(=O)Nc5ccc(C)cc5)n4n3)CC2)cc1
→ -6%, 6%, -5.2%, /, /, -19%, /, /, -42%[20 µM]
COc1ccccc1N1CCN(Cc2cc(=O)n3ccsc3n2)CC1
→ 0%, 18%, -1.8%, 4%, 0.9, 10%, -0.4%, 1%, 8%
COc1ccc(/C=N/NC(=O)c2cccc(Br)c2)cc1CSc1ccccn1
→ 8%, 19%, -3.3%, 16%, 1.1, -22%, -18%, 22%, -15%
COc1ccc(C2CC(c3cccs3)=Nc3ccccc3S2)cc1OC (stereo not given)
→ 5%, -15%, 4.4%, 7%, 1, 19%, -5.2%, 10%, 5%
COc1cccc(CC(CC(=O)O)C(=O)Nc2cc(C)ccc2C)c1 (stereo not given)
→ -7%, 9%, 2.5%, /, /, -29%, /, /, 0%
COc1ccc(NC(=O)CC(C)C)c(OC)c1
→ -8%, 1%, -0.5%, 6%, 1.1, -18%, -3.9%, 10%, -69%
CCOC(=O)C(=O)Nc1nnc(Cc2ccc(OC)c(OC)c2)s1
→ -4%, 9%, 1.7%, 2%, 1.1, -26%, -2.3%, -1%, -15%
COc1cc(CCC(=O)N2CCN(c3cccc(C)c3C)CC2)cc(OC)c1OC
→ -3%, 24%, -2.9%, /, /, 9%, /, /, -27%
